CHOP UPR activ = activators of apoptotic arm of unfolded protein response (CHOP); CHO-CHOP luciferase reporter, UPR activation, luminescence; percent of tunicamycin response over DMSO baseline; activation, % at 10 µM; actives 0.34% (n = 330,000); AID 449763;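 active = at 10 µM dose, activation of 40% or more, normalized to positive control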;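 note: 100% = tunicamycin at 10 µg/mL and 0% = DMSO alone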
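Assay system: CHO cells with stable CHOP pathway luciferase reporter; Buffer or medium: F12 plus 10% serum; Times: 16-18 h cell attachment, then 6 h compound exposure, 37 °C; Signal: luciferase luminescence; Read-out basis: percent activation relative to tunicamycin control; Control set: tunicamycin high control, DMSO low control.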
TIM10 inh = TIM10 yeast growth inhibition. inhibition, % at 10 µM. S. cerevisiae TIM10 strain growth, BacTiter-Glo luminescence, 24 h. actives 1.4% (n = 330,000);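 active = inhibition of 40% or more at the single tested concentration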;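 note: wild-type TIM10 isogenic control strain grown at permissive 25 °C; 0% = DMSO yeast wells and 100% = minimal medium wells without yeast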
XBP1 UPR activ = adaptive UPR (XBP1) activation. CHO-XBP1 luciferase reporter, IRE1-XBP1 UPR activation, luminescence; percent of tunicamycin response, DMSO as zero. actives 0.33% (n = 330,000). activation, % at 20 µM;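 active = versus positive control, 20 µM dose yields 30% or more activation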;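 note: 100% = tunicamycin at 10 µg/mL and 0% = DMSO only wells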
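Signal: luciferase luminescence; Assay system: CHO-XBP1 luciferase reporter cells; Amount: one thousand reporter cells per well; Dosing: 20 µM single concentration, DMSO 1%; Benchmarks: high control tunicamycin 10 µg/mL final, low control DMSO vehicle only; Schedule: 6 h compound exposure at 37 °C, 5% CO2; Evaluation: percent activation relative to tunicamycin reference.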
CXCR6 block = inhibitors of human CXCR6 receptor; O00574; CHO-K1 PathHunter CXCR6 beta-arrestin, luminescence; inhibition, % at 20 µM; actives 0.36% (n = 360,000); AID 602244; in the data active = inhibition above about 34%, passing the limit was not always enough;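 note: antagonist mode with CXCL16 agonist at 10 nM final; 0% = 10 nM CXCL16 with DMSO and 100% = unstimulated wells without agonist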
Target sequence (O00574 whole entry, looked up): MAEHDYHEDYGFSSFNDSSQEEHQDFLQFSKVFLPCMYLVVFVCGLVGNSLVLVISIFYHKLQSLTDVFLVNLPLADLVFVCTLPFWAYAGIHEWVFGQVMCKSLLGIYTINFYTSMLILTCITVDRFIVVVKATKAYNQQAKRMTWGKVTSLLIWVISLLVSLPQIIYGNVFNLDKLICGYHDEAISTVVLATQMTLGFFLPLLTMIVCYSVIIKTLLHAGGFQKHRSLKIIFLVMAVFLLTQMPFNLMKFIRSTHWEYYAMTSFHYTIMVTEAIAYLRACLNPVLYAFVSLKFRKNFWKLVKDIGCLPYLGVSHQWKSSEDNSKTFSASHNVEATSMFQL
APJ agonist = APJ receptor agonism; P35414; CHO-K1 APJ PathHunter beta-arrestin, luminescence; 0% DMSO wells, 100% apelin; activation, % at 20 µM; actives 0.11% (n = 330,000); AID 2520;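 active = activation more than six SD over the plate average, tested at 20 µM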;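 note: 0% = DMSO alone and 100% = apelin-13 at 10 nM; some results filed as inactive read as strong as hits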
Target sequence (P35414 whole entry, looked up): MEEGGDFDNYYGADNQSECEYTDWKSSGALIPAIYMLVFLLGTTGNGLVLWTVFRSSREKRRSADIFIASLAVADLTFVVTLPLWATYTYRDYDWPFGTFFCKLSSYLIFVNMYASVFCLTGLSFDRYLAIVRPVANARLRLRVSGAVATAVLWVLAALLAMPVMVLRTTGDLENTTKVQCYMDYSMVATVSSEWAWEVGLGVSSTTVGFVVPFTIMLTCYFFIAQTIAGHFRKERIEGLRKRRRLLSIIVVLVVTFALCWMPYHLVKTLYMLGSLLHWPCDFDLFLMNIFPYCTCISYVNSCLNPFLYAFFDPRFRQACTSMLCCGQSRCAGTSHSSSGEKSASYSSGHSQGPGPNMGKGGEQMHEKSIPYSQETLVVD
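assay system = CHO-K1 APJ beta-arrestin complementation cell line | input = cell density 1000 per well | dosing = compound 20 µM once, DMSO 1% | timing = compound 90 min 25 °C, reagent 1 h | measured by = luminescence from split beta-galactosidase complementation, Galacton Star/Emerald II substrate | read-out basis = APJ agonist activity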
Mdm2 MdmX PPI = disrupts the human Mdm2-MdmX interaction. AID 485346. inhibition, % at 8 µM. O15151+Q00987. actives 3% (n = 330,000). SaOS-2 split-luciferase Mdm2/MdmX complementation, luminescence;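 active = inhibition of at least 50% at 8 µM in the primary screen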
APJ antagonist = blocks the human apelin receptor APJ; CHO-K1 APJ beta-arrestin complementation, luminescence; P35414; actives 0.32% (n = 330,000); inhibition, % at 20 µM;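 active = inhibition above about 40% at 20 µM, limit read from the data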;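 note: cells challenged with 10 nM apelin-13 agonist together with compound; plate controls were apelin-13 plus DMSO wells for no effect and DMSO wells lacking apelin-13 for full effect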
tim23-1 inh = tim23-1 yeast growth inhibition. AID 463212. S. cerevisiae tim23-1 growth, BacTiter-Glo luminescence, 24 h. inhibition, % at 20 µM. actives 1.3% (n = 330,000);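 active = growth inhibition of the mutant yeast at or above 50%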;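 note: temperature-sensitive mutant grown at 25 °C; plate controls were DMSO-treated mutant yeast for no effect and medium wells lacking yeast for full effect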
tim10-1 inh = tim10-1 yeast growth inhibition; S. cerevisiae tim10-1 ts strain growth, BacTiter-Glo, 24 h; actives 2.2% (n = 330,000); inhibition, % at 20 µM;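 active = inhibition of at least 40%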;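 note: mutant grown at 25 °C; 0% = DMSO wells with yeast and 100% = wells holding no yeast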
An asterisk follows results filed as active.

SMILES	APJ agonist	APJ antagonist	tim23-1 inh	XBP1 UPR activ	tim10-1 inh	CXCR6 block	Mdm2 MdmX PPI	CHOP UPR activ	TIM10 inh
COc1ccc(OC)c(C(=O)NC(CC(N)=O)c2ccc(N3CCCCCC3)c([N+](=O)[O-])c2)c1 (stereo not drawn)	-3	14	-5	1	-12	12	-22	-0.6	-4
O=S(=O)(c1ccc(Cl)cc1)n1ccc(-c2cccc(OCc3c(F)cccc3Cl)c2)n1	-5	4	4	-1	14	-1	22	-0.4	2
O=C(c1ccccc1)N(NC(=O)C(O)(c1ccccc1)c1ccccc1)c1cccc(F)c1	-2	-15	0	-5	4	7	-39	1.1	6
C=CCNC(=O)c1ccc(-n2cccc2)cc1	-1	0	1	0	1	-2	22	-0.8	-3
O=C(CSc1nnc(CNc2ccc(F)cc2)o1)OC1CCCCC1	1	7	6	0	16	-5	2	2.1	14
O=C(/C=C/c1cccs1)N1CCN(c2ccc(F)cc2)CC1	2	17	17	8	-5	5	14	0.0	-7
Cc1[nH]c(-c2ccc(F)cc2)cc1C(=O)N1CCN(c2ccccc2F)CC1	0	5	49	-2	47*	11	24	1.4	15
CC(C)Cn1c(-c2cccs2)nc2nc3ccccc3nc21	4	-5	34	2	31	0	-20	-0.5	-40
COC(=O)c1cc(NC(=O)COC(=O)CCc2c[nH]c3ccccc23)cc(C(=O)OC)c1	-3	7	-3	1	-7	8	18	0.1	-5
O=C(COC(=O)c1c(F)cccc1Cl)NC1CCCC1	-1	-10	20	-2	2	0	-15	4.4	-9
O=C(NCc1ccccc1)C(c1ccc(F)cc1)N(C(=O)c1csnn1)c1ccccc1 (stereo not drawn)	-2	-1	23	-4	25	14	9	2.2	-2
Cc1ccc(C)c(S(=O)(=O)N2CCN(C(=O)[C@@H]3CCCN3C(=O)c3cccs3)CC2)c1	-2	-45	3	-4	-8	10	3	-1.9	-3
CC(=O)c1cccc(NC(=O)N2CCCC2C(=O)NCc2ccc(C)cc2)c1 (stereo not drawn)	4	12	8	-2	7	-9	3	0.1	-4
CC1=C(C(=O)Nc2ccc(F)cc2)C(c2ccncc2)C2=C(CCCC2=O)N1 (stereo not drawn)	4	-4	6	0	7	-4	-14	-1.5	5
O=C(NCC(c1ccco1)N1CCc2ccccc21)c1c(F)cccc1F (stereo not drawn)	-3	-55	12	-1	25	5	-8	-0.4	12
CCOc1ccc(NC(=O)[C@@H]2CCCN2C(=O)c2cccs2)cc1S(=O)(=O)N1CCCCC1	0	3	7	1	13	4	11	-0.8	13
O=S(=O)(CCc1ccncc1)Cc1ccc2c3c(cccc13)CC2	-1	3	-3	-2	-6	-9	16	1.5	-3
CCCOc1cccc(C2C(C(=O)c3cc4ccccc4o3)=C(O)C(=O)N2c2cc(C)on2)c1 (stereo not drawn)	-4	47*	-2	-2	-14	-2	22	-0.9	-1
O=C(Cn1cccn1)c1ccccc1	-3	4	12	2	5	1	7	2.1	8
CC(C)(C)NC(=O)CN(Cc1cccnc1)C(=O)c1csnn1	-3	-9	7	-3	2	1	-12	2.0	9
COc1cccc2cc(C(=O)NCc3ccc(F)cc3)c(=N)oc12	-1	-1	27	3	19	-2	22	6.2	16
O=c1cc(N2CCc3ccccc3C2)[nH]c(=O)n1-c1ccc(Cl)cc1	-2	-7	-13	2	6	-2	10	0.9	-3
CCc1nnc(NC(=O)CSc2nnc(-c3ccoc3C)n2-c2ccc(C)cc2)s1	-1	12	13	-1	28	4	-4	-1.0	13
Cc1c(CC(=O)NCC(=O)NCC(=O)O)c(=O)oc2cc3c(cc12)CCC(C)(C)O3	0	-10	12	-4	3	1	-4	-1.4	-21
COCCn1c(C)cc(C(=O)COC(=O)CNC(=O)c2ccccc2)c1C	-2	-2	11	-4	7	-10	-1	-6.2	10
CCc1nc2ccc(C(=O)N(C)CC(=O)Nc3ccc(F)c(F)c3F)cc2nc1CC	-1	-65	10	-2	5	-12	5	1.3	2
Cc1cc(CNC(=O)C2CCC(=O)N(Cc3cccc(C(F)(F)F)c3)C2)no1 (stereo not drawn)	2	-11	0	-2	-12	-2	14	3.2	-3
Fc1ccc(Sc2ccccc2CNC2=NCCN2)cc1	-1	5	7	0	3	2	28	-0.5	29
CCc1ccc(CN(C)C(=O)CCc2nnc(COc3ccccc3)o2)cc1	0	5	15	-3	30	9	-21	3.6	29
CC(C)n1nc(C(=O)Oc2cccc(Cl)c2Cl)c2ccccc2c1=O	0	-2	16	-2	-24	-4	24	1.2	-26
COc1ccc(-c2c[n+]3c(n2-c2ccccc2)SCC3)cc1OC	-1	-19	-3	-3	7	-5	-3	-0.6	10
Cc1cccn2c(=O)c3cc(S(=O)(=O)c4ccccc4)c(=N)n(Cc4ccco4)c3nc12	0	11	17	-1	39	1	27	-2.1	15
Cc1ccc(OCC(=O)N/N=C/c2cn(Cc3ccccc3)c3ccccc23)cc1	-3	-2	-6	0	19	12	-18	-0.5	32
CC(=O)c1ccc(NC(=O)CSc2nnc(-c3ccoc3C)n2Cc2ccccc2)cc1	2	9	19	-2	23	-6	-7	13	24
Clc1cc(Br)ccc1OCCN1CCOCC1	-1	11	-11	2	-16	-5	14	0.9	-3
COc1ccc(C(=O)N/C(=C\c2cn(S(=O)(=O)N(C)C)c3ccccc23)C(=O)N2CCN(C)CC2)cc1	-6	18	-3	-2	-7	10	5	0.8	4
O=C1/C(=C\c2ccc(-c3ccccc3Cl)o2)SC(=S)N1CC1CCCO1 (stereo not drawn)	-1	20	18	-2	13	18	13	3.0	12
N/C(=N\OC(=O)CSc1ccccc1)c1ccncc1	-2	4	1	3	-22	-11	0	0.6	-9
O=C(Nc1ccnn1C1CCN(C/C=C/c2ccccc2)CC1)c1ccccc1	-5	9	8	-2	3	-2	35	0.5	1
CCN(CC)S(=O)(=O)N1CCC(C(=O)NC2CCCc3ccccc32)CC1 (stereo not drawn)	-4	8	-18	0	-5	-11	-4	3.1	-1
COc1ccc(NC(=O)Nc2ccccc2C(=O)N2CCCC2)cc1	1	-12	12	0	6	3	21	-0.2	-2
Cc1cc(=O)[nH]c(Nc2cccc(Cl)c2C)n1	-5	4	-9	-5	-5	-6	6	0.8	4
CNC(=O)c1ccc(-c2sc3nc(N4CCOCC4)c4c(c3c2N)CC(C)(C)OC4)o1	7	-42	-4	2	22	-26	61*	0.8	13
O=C1c2ccccc2NC(c2cccc([N+](=O)[O-])c2)N1O (stereo not drawn)	1	6	15	-4	10	3	0	4.5	3
CCC(C)NC(=O)CSc1nc2ccccc2c(=O)n1Cc1ccc(OC)cc1 (stereo not drawn)	-6	14	30	0	26	-8	11	-1.2	20
COc1ccccc1-c1n[nH]c2c1[C@H](C)CC[C@H]2C(C)C	-5	-1	53*	3	36	-2	3	-3.4	56*
O=C(Nc1ccc(S(=O)(=O)N2CCOCC2)cc1)c1c(F)cccc1F	4	-14	13	2	-1	-3	-12	0.0	23
CSc1nc2ccc(NC(=O)c3ccc(Cl)s3)cc2s1	4	-23	1	10	-4	4	-43	3.3	-2
COc1ccc(/C=C/c2ccncc2)c2ccccc12	0	-1	19	-3	-9	1	42	0.3	8
COc1cccc(OCC(=O)N(C)Cc2nc(-c3cccc(C)c3)no2)c1	-1	-10	11	-1	-5	0	-4	0.5	-21
Cc1ccn2c(=O)cc(C)nc2c1	-3	9	6	1	5	4	-13	-0.5	3
COc1ccc(CC(=O)OCCN(C)C)cc1	-2	-10	17	-3	11	5	-1	0.1	2
CCCCOC(=O)/C(=C/c1cn(C)c2ccccc12)NC(=O)c1ccc(OC)cc1	1	0	7	0	14	2	-31	-0.4	30
COC(=O)c1c(NC(=O)CN2C(=O)C(=O)N(CC(C)C)C2=O)sc2c1CCCCC2	1	2	30	0	21	-7	-8	2.9	9
COc1cc(CN2CCNC(=O)C2CC(=O)N(C)CCCN2CCOCC2)cc(OC)c1 (stereo not drawn)	-3	2	-3	-5	-2	-3	2	-0.2	7
CCc1c(C)nc(N)n2c(SCC(=O)Nc3ccccc3)nnc12	4	0	9	-3	3	-3	-7	-2.2	0

3 compounds out of the list, ordered by molar mass, largest number first.
SMILES	APJ agonist	APJ antagonist	tim23-1 inh	XBP1 UPR activ	tim10-1 inh	CXCR6 block	Mdm2 MdmX PPI	CHOP UPR activ	TIM10 inh
COc1cc(CN2CCNC(=O)C2CC(=O)N(C)CCCN2CCOCC2)cc(OC)c1 (stereo not drawn)	-3	2	-3	-5	-2	-3	2	-0.2	7
COc1ccc(/C=C/c2ccncc2)c2ccccc12	0	-1	19	-3	-9	1	42	0.3	8
Cc1ccn2c(=O)cc(C)nc2c1	-3	9	6	1	5	4	-13	-0.5	3

An excerpt from above in order of length of the SMILES, falling:
SMILES	APJ agonist	APJ antagonist	tim23-1 inh	XBP1 UPR activ	tim10-1 inh	CXCR6 block	Mdm2 MdmX PPI	CHOP UPR activ	TIM10 inh
COC(=O)c1c(NC(=O)CN2C(=O)C(=O)N(CC(C)C)C2=O)sc2c1CCCCC2	1	2	30	0	21	-7	-8	2.9	9
CCCCOC(=O)/C(=C/c1cn(C)c2ccccc12)NC(=O)c1ccc(OC)cc1	1	0	7	0	14	2	-31	-0.4	30
COc1cc(CN2CCNC(=O)C2CC(=O)N(C)CCCN2CCOCC2)cc(OC)c1 (stereo not drawn)	-3	2	-3	-5	-2	-3	2	-0.2	7
COc1cccc(OCC(=O)N(C)Cc2nc(-c3cccc(C)c3)no2)c1	-1	-10	11	-1	-5	0	-4	0.5	-21
COc1ccccc1-c1n[nH]c2c1[C@H](C)CC[C@H]2C(C)C	-5	-1	53*	3	36	-2	3	-3.4	56*
O=C1c2ccccc2NC(c2cccc([N+](=O)[O-])c2)N1O (stereo not drawn)	1	6	15	-4	10	3	0	4.5	3
CCc1c(C)nc(N)n2c(SCC(=O)Nc3ccccc3)nnc12	4	0	9	-3	3	-3	-7	-2.2	0
CSc1nc2ccc(NC(=O)c3ccc(Cl)s3)cc2s1	4	-23	1	10	-4	4	-43	3.3	-2
Cc1cc(=O)[nH]c(Nc2cccc(Cl)c2C)n1	-5	4	-9	-5	-5	-6	6	0.8	4
COc1ccc(/C=C/c2ccncc2)c2ccccc12	0	-1	19	-3	-9	1	42	0.3	8
COc1ccc(CC(=O)OCCN(C)C)cc1	-2	-10	17	-3	11	5	-1	0.1	2
Cc1ccn2c(=O)cc(C)nc2c1	-3	9	6	1	5	4	-13	-0.5	3

The list is partial; rates above refer to the full screens.
